Bioassay records: PubChem BioAssay, National Center for Advancing Translational Sciences (NCATS)
Pol beta inh – blocks human DNA polymerase beta activity; Potency, µM (series often up to 114 µM), without a hit: at the top dose activity change, negative = inhibition, most hits filed as inhibitors; 340,000 tested, 1.3% active; AID 485314; Pol beta primer extension/strand displacement, fluorescence kinetic; also: % is scaled to controls: 0 for no effect and ±100 for the full control effect
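Values derive from four-parameter Hill fits of normalized kinetic data: reads at 0 and 10 min following addition of 50 nM substrate to 10 nM Pol beta preincubated 15 min with compound.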
APEX1 inh – APE1 (human) endonuclease inhibition; P27695; recombinant APE1, TAMRA/BHQ-2 abasic DNA cleavage fluorescence; Potency, µM (highest dose often 65.8 µM), without a hit: at the highest dose activity change, negative = inhibition, most hits filed as inhibitors; 350,000 tested, 0.35% active;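 also: plate controls were vehicle for no effect and reference inhibitor for full effect; nearly all actives have a fitted effect of over 55% in size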
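0.75 nM APE1 + cpd, 15 min RT; start w/ 50 nM TAMRA/BHQ-2 THF-abasic dsDNA; kinetic fluor 525/598 nm ×3 reads @60 s; Δ(read3−read1); normalized to DMSO and NSC13755 control wells.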
BAZ2B block – BAZ2B (human) inhibition; AlphaScreen BAZ2B-H3K14Ac peptide displacement; Potency, µM (titrated, usually from 114 µM), without a hit: top-dose activity change, negative = inhibition, most hits filed as inhibitors; 360,000 tested, 4.4% active; Q9UIF8; AID 504333; also: % is scaled to controls: 0 for no effect and ±100 for the full control effect; nearly all actives have a fitted effect of over 60% in size
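Complex of BAZ2B and biotin-H3K14Ac (50 nM apiece) forms over 30 min at RT, then faces library compounds up to 110 uM for another 30 min; AlphaScreen beads added, 20 min dark incubation, luminescence read.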
POLI inh – blocks human DNA polymerase iota activity; AID 588590; Q9UNA4; Potency, µM (highest dose often 115 µM), for inactives: at the highest dose activity, negative = inhibition, hits mostly inhibitors; 390,000 tested, 1% active; Pol iota fluorescent replication assay, 10 min
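Pol iota at 10 nM preincubated 15 min with compounds at room temperature; reaction started with fluorescent substrate, 50 nM final. Fluorescence read kinetically at 0 and 10 min; buffer-only wells as negative control.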
POLK inh – inhibitors of human DNA polymerase kappa. Q9UBT6. purified Pol kappa, fluorescent DNA synthesis assay, 10 min. Potency, µM (series often up to 107 µM), inactives show top-dose activity, negative = inhibition, actives largely listed as inhibitors. 400,000 tested, 0.53% active. AID 588579; also: % is scaled to controls: 0 for no effect and ±100 for the full control effect
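10 nM Pol kappa preincubated 15 min at room temperature with compounds, then reaction started with substrate at 50 nM final. Fluorescence read kinetically at 0 and 10 min; buffer-only wells served as negative control.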
BLM helicase inh – Bloom syndrome helicase (human) inhibition; P54132; recombinant BLM DNA unwinding, fluorescence dequenching; Potency, µM (top dose mostly 56.1 µM), for the others: top-dose activity change, negative = inhibition, most hits filed as inhibitors; 350,000 tested, 0.2% active; AID 2528;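 also: plate controls were vehicle for no effect and no enzyme for full effect; nearly all actives have a fitted effect of over 35% in size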
Apoferritin bind – candidate novel general anesthetic via apoferritin binding; P02791; Potency, µM (titrated, usually from 77.5 µM), without a hit: at the top dose activity change, negative = displacement, hits mostly inhibitors; 350,000 tested, 0.074% active; apoferritin/1-aminoanthracene competitive binding, fluorescence; also: % is scaled to controls: 0 for no effect and ±100 for the full control effect; nearly all actives have a fitted effect of over 20% in size
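Horse-spleen apoferritin (10 uM) was mixed with 50% saturated 1-aminoanthracene in PBS, exposed to compounds for 10 min at room temperature, and read for fluorescence (ex 380 nm, em 535 nm). Competitive displacement was fitted with a four-parameter Hill equation.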
POLH inh – DNA polymerase eta (human) inhibition. Q9Y253. recombinant Pol eta, fluorescent DNA replication assay. Potency, µM (titrated, usually from 114 µM), for inactives: at the highest dose activity change, negative = inhibition, actives largely listed as inhibitors. 390,000 tested, 1.2% active. AID 588591; also: % is scaled to controls: 0 for no effect and ±100 for the full control effect
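Pol eta (10 nM) was preincubated with compounds for 15 min at room temperature, after which fluorescent replication substrate (50 nM final) was added to start the reaction. Fluorescence was read kinetically at 0 and 10 min.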
G9a inh – blocks human histone lysine methyltransferase G9a | 350,000 tested, 8.8% active | Potency, µM (series often up to 102 µM), without a hit: at the top dose activity, negative = inhibition, actives largely listed as inhibitors | Q96KQ7 | G9a H3K9 monomethylation, AlphaScreen, 2 h; also: % is scaled to controls: 0 for no effect and ±100 for the full control effect; nearly all actives have a fitted effect of over 75% in size
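Readings reflect AlphaScreen signal from monomethyl-H3K9 antibody detection. HMT at 20 nM; substrate b-H3K9 500 nM; cofactor SAM 20 uM; 2 h RT reaction; compounds tested as titrations in qHTS with 15 min preincubation.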
* = called active by the depositor; ? = inconclusive; nt = not tested or not shown; [ ] = another dose, or the depositor's remark. Calls follow the shape of the dose curve; as a rule, active = well fitted curve in the direction sought with a large enough effect; inconclusive = small, poorly fitted or top-dose-only effect, or another doubt; inactive = no such curve, though single readings can be large; an effect the other way counts as inactive or inconclusive. Potency is read from the fitted curve at half-maximal effect. A portion of the library (hit frequency here may not be typical).

SMILES,Pol beta inh,APEX1 inh,BAZ2B block,POLI inh,POLK inh,BLM helicase inh,Apoferritin bind,POLH inh,G9a inh
O=S(=O)(Nc1nc2n(n1)C(c1ccc(F)cc1)C=C(c1ccccc1)N2)c1ccccc1 (stereo unspecified),?,nt,3%,30%[activator],-3%,2%,-9%,-9%,?
Cc1nnc(-n2cnc3ccccc32)c2ccccc12,8%,1%,1%,10%,-4%,1%,-4%,-10%,16%[12.7 µM]
O=C1CC(c2nc3ccccc3n2CCC2CCCCC2)CN1c1ccccc1Cl (stereo unspecified),3%,nt,?,-14%,-12%,-14%,50%[activator],-6%,-12%[59 µM]
Nc1ncc(Br)cc1S(=O)(=O)Nc1ccccc1F,62%,-11%,-4%,5%,0%,1%,-9%,0%,nt
O=C(C/C=N/OCc1c(Cl)cccc1Cl)c1ccccc1,2%,5%,95%[activator],4%,-19%,-6%,?,-4%,76%[activator][59 µM]
COC(=O)c1cc2ccc(OC)c(OC)c2c(=O)s1,26%,0%,-3%,8%,-11%,-1%,-2%,-6%,-42%
COc1ccc(Nc2cc(C)nc(-n3nc(C)cc3C)n2)cc1,-10%,-2%,?,13%,-11%,1%,-7%,-7%,-5%[12.7 µM]
CC(NC(=O)c1cc(F)c(F)cc1Cl)c1ccncc1 (stereo unspecified),-21%,-2%,-1%,6%,-3%,-1%,-3%,-4%,2%
O=C(O)CCN1C(=O)C2C3C=CC(C2C1=O)C1C(=O)N(CCC(=O)O)C(=O)C31 (stereo unspecified),28%,10%,3%,-7%,-15%,-4%,-8%,12%,3%
CCC(C)NC(=O)c1ccc2c(Cl)c3c(nc2c1)CCC3 (stereo unspecified),33%,6%,-2%,-10%,25%,0%,-15%,-9%,-3%[12.7 µM]
O=C(OCc1csc(-c2ccccc2)n1)c1cccs1,4%,20%,130%[activator],7%,-10%,-8%,?,-16%,-5%[59 µM]
CCOC(=O)CC(=O)CSc1nc2c(cc1C#N)CCC2,2%,0%,-1%,-2%,-3%,-1%,36%[activator],-7%,nt
Cc1nc(CNS(=O)(=O)c2ccc(F)cc2)cs1,12%,69%[activator],3%,166%[activator],-10%,-1%,0%,-7%,13%
C=CCN(Cc1nc(-c2ccccc2)no1)C(=O)c1ccco1,6%,67%[activator][12.4 µM],19%,-17%,1%,1%,-6%,6%,-35%[59 µM]
Cc1cc(C)n(-c2ccc(C(=O)OCc3nnc(-c4ccccc4)o3)cc2)n1,6%,3%,16%,-1%,-17%,0%,-24%,-7%,35%
CCC(C)C(=O)Nc1nnc(SCC(=O)Nc2ccc(F)cc2)s1 (stereo unspecified),7%,5%,-28%,21%,-7%,-6%,-9%,-16%,-22%
O=C(/C(N=Nc1cccc([N+](=O)[O-])c1)=C(/O)c1ccc(Br)cc1)C(F)(F)F,-2%,-1%,25µM*,nt,nt,-6%,?,nt,40µM*
CCC1CCCCN1Cc1ccc(CNC(=O)CCc2nnc3ccc(N4CCCCC4)nn23)o1 (stereo unspecified),56%[activator],6%,0%,13%,-7%,2%,-9%,2%,nt
COc1ccc(Br)cc1CNC(=O)c1cc(=O)[nH]c2ccc(S(=O)(=O)N3CCCCC3C)cc12 (stereo unspecified),-13%,nt,0%,-15%,6%[60.1 µM],-4%,-20%,-16%,6%[59 µM]
COc1ccc(NC(=O)CC2C(=O)N(c3ccccc3)C(=O)N2CCc2sccc2C)cc1 (stereo unspecified),15%,nt,-11%,38%,1%,-7%,-13%,-16%,2%[59 µM]
COc1cc(CC(CC(=O)O)CC(C)OCc2ccccc2)cc(OC)c1 (stereo unspecified),42%,0%,11%,12%,0%,-1%,-8%,-17%,1.4µM*
C=C(C)CSC1=C(C#N)C(c2ccccc2Cl)CC(=O)N1 (stereo unspecified),24%,4%,5%,7%,-5%,-3%,?,-16%,45µM*
NC(N)=NS(=O)(=O)c1ccc(N/C=C/C(=O)c2ccc(Cl)c(Cl)c2)cc1,6%,2%,-1%,-9%,-6%,-3%,-7%,-1%,-7%
COCCCNCCCCOc1ccc(Br)cc1Cl,23%,3%,?,-5%,-10%,-5%,-4%,-9%,?
O=c1oc(CCCO)cc2ccccc12,nt,2%,nt,-1%,15%,nt,nt,-8%,nt
COC(=O)c1ccc(N2CCOCC2)c(NC(=O)c2ccco2)c1,-1%,29%,0%,103%[activator],4%,0%,-3%,-13%,48%
O=C(NCc1ccc(F)cc1)Nc1cccc([N+](=O)[O-])c1,-11%,-3%,-13%,-8%,2%,-2%,-16%,-4%,-2%
CCCCC(=O)Nc1ccc(NC(=O)c2ccc3c(c2)OCO3)cc1OC,2%,3%,-3%,9%,-12%,1%,0%,0%,9%[12.7 µM]
CN(Cc1ccccn1)Cc1nc(-c2ccc(Cl)cc2)no1,2%,-3%,?,0%,-23%,2%,-8%,1%,nt
CSC1=N/C(=C\c2ccc(Cl)cc2)C(=O)N1N(C)C,1%,1%,-27%,-16%,-4%,-4%,-9%,-13%,15%
Cc1cccc(NC(=O)C2CC(=O)N(Cc3ccccc3)C2)n1 (stereo unspecified),nt,14%,0%,20%,-9%,nt,nt,-1%,4%[0.501 µM]
Cc1nn(CC(=O)NCCc2ccccc2Cl)c(=O)c2nn(-c3ccccc3)c(C)c12,-27%,nt,2%,12%,1%,-3%,?,nt,17%[59 µM]
CCOC(=O)c1csc(NC(=O)CSc2nnnn2-c2ccc(OC)c(OC)c2)n1,-15%,-2%,-1%,23%,-1%,-1%,-3%,10%,15%[59 µM]
O=C1N(Cc2cccnc2)C[C@@H]2C[C@@H](c3cccc(C(F)(F)F)c3)N3CCC[C@@]123,12%,-1%,-19%,57%[activator],-4%,-5%,-10%,-22%,?
Oc1ccccc1CNCC12CC3CC(CC(C3)C1)C2,2%,31%,?,143%[activator],-5%,-2%,-17%,-7%,-33%
CC(=O)Nc1cc(C(=O)NCc2ccc(F)cc2)ccc1Sc1ccc(F)cc1,-8%,nt,-1%,-5%,3%[60.1 µM],-13%,-15%,-24%,-1%[59 µM]
NS(=O)(=O)c1ccc(CCNC(=O)c2ccc(Cl)c(S(=O)(=O)NCc3ccco3)c2)cc1,nt,0%,nt,14%,0%,nt,nt,-27%,nt
CC(C)n1cc(CN2CCCC(CNS(=O)(=O)c3cccc4cccnc34)C2)cn1 (stereo unspecified),55%,-6%,-3%,16%,1%,0%,-8%,-13%,nt
CCOc1ccc(Cn2nnc(C(=O)NCc3ccccc3)c2N)cc1,-9%,-4%,9%,?,-12%,0%,?,-2%,7%
NC(=O)NC(=O)CSc1cccc(C(F)(F)F)c1,24%,-6%,-5%,-6%,0%,-9%,-8%,-6%,0%[59 µM]
O=C(NCc1cccnc1)c1ccccc1-c1ccccc1,28%,9%,-9%,58%[activator],-3%,2%,-6%,3%,-31%
CCn1c(SCc2cccc(F)c2)nnc1-c1cccnc1,9%,-6%,-1%,36%[activator],3%,-3%,-6%,-17%,-1%
COc1ccc(-c2ccc(-c3noc(-c4cccc(OC)c4)n3)c(OC)n2)cc1,1%,0%,-7%,15%,-3%,3%,-2%,-5%,?
Cc1ccc(NC(=O)C(Nc2cccc(C)c2)c2ccccc2)cc1 (stereo unspecified),5%,-3%,11%,-4%,-9%,-14%,-10%,-26%,?
CCCCN(CC)CCCNC(=O)c1nn(C)c2c1CS(=O)(=O)c1ccccc1-2,-4%,nt,-1%,19%,-2%,0%,-6%,-19%,-10%[59 µM]
c1ccc(C2CC(c3ccccc3)n3c(nc4ccccc43)N2)cc1 (stereo unspecified),-1%,0%,11%,172%[activator],1%,7%,3%,-8%,-2%[59 µM]
C[C@H](CO)N1C[C@H](C)[C@@H](CN(C)S(=O)(=O)c2ccccc2)Oc2c(NC(=O)CCC(F)(F)F)cccc2C1=O,nt,1%,nt,24%,8%,nt,nt,-20%,nt
Cc1cc(F)ccc1S(=O)(=O)N1CCCOC1CNC(=O)C(=O)NCc1ccncc1 (stereo unspecified),8%,9%,0%,-5%,-7%,1%,-6%,-8%,-4%

Continued; it opens with the 2 that closed the last part.
SMILES,Pol beta inh,APEX1 inh,BAZ2B block,POLI inh,POLK inh,BLM helicase inh,Apoferritin bind,POLH inh,G9a inh
C[C@H](CO)N1C[C@H](C)[C@@H](CN(C)S(=O)(=O)c2ccccc2)Oc2c(NC(=O)CCC(F)(F)F)cccc2C1=O,nt,1%,nt,24%,8%,nt,nt,-20%,nt
Cc1cc(F)ccc1S(=O)(=O)N1CCCOC1CNC(=O)C(=O)NCc1ccncc1 (stereo unspecified),8%,9%,0%,-5%,-7%,1%,-6%,-8%,-4%
O=c1[nH]cnc2c([N+](=O)[O-])cccc12,1%,25%,16%,-9%,-4%,-7%,-4%,-7%,-33%[59 µM]
COc1cc(C(=O)Nc2nncs2)cc(OC)c1OC,7%,-4%,nt,14%,-2%,0%,-5%,-10%,1%[59 µM]
CCc1ccc(CCC(=O)Nc2ccc(C)c(C)c2)o1,-6%,1%,-38%,5%,-16%,-2%,-3%,-10%,-37%[12.7 µM]
Cc1cccc(-n2ncc3c(=O)[nH]c(SCC(=O)Nc4cc(C)on4)nc32)c1,nt,40%,nt,62%[activator],-5%,nt,nt,-13%,nt
CCOC(=O)CN(C(=O)CSc1nnc(-c2ccncc2)n1CCCOC)c1ccccc1,26%,?,0%,6%,-15%,3%,-6%,2%,-43%[59 µM]
CCOC(=O)CSc1cc(C)c(C#N)c2nc3ccccc3n12,?,-4%,1%,47%[activator],-19%,-4%,0%,3%,?
COc1cc(OC)c2c(C)cc(=O)oc2c1C(CCN1CCOCC1)c1ccc(N(C)C)cc1 (stereo unspecified),-21%,-1%,40µM*,24%,11%,-5%,-10%,-11%,-4%[12.7 µM]
